# hcDAF-12 act = H. contortus DAF-12 nuclear receptor activators, primary screen, cell-based, luminescence, HEK293, lit1-tk-luc reporter; HEK293 hcDAF-12 lit1-tk-luc reporter; 0% DMSO, 100% Δ7-dafachronic acid; activation, % at 6.8 µM; hit rate 1.4% among 370,000;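 active means activation above the mean of all tested compounds plus 3 SD, cut at about 5.5% in these data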;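 further: 100% = response to 3 µM Δ7-dafachronic acid high control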
# DAX1 inh-1 = DAX1 (NR0B1) inhibitors, primary screen, cell-based, HEK293, Gal4-DAX1, luciferase luminescence; Nuclear receptor subfamily 0 group B member 1 (Homo sapiens), P51843; HEK293 Gal4-DAX1 luciferase reporter; inhibition, % at 6.75 µM; hit rate 0.99% among 340,000; AID 504766, 2011;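 active means inhibition above the mean over all tested compounds plus 3 SD, cut at about 4.2% in these data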;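 further: 0% = DAX1-transfected cells with DMSO and 100% = empty-vector control cells with DMSO; inhibition shows as a rise in luminescence from relieved DAX1 repression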
# Target sequence (P51843 207-470 limits assumed): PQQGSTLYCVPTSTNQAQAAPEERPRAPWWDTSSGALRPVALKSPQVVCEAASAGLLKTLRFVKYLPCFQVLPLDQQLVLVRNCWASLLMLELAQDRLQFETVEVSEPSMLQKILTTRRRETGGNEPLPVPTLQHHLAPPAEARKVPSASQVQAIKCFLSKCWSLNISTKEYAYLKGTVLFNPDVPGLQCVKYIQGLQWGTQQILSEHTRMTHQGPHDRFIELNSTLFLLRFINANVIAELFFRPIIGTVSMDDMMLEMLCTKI
# PLCb3 inh = human PLC-beta3 inhibitors, primary screen, biochemical, fluorescence; 1-phosphatidylinositol 4,5-bisphosphate phosphodiesterase beta-3 (Homo sapiens), Q01970; Purified PLC-beta3, fluorogenic substrate; inhibition, % at 12.2 µM; hit rate 0.18% among 370,000; AID 720704, 2013; in the data active means inhibition above about 11%;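 further: 0% = median of compound wells on plate and 100% = full blocker control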
# NR1D1 modulator = modulators of Rev-erb alpha DNA binding, primary screen, biochemical, FITC-DNA, fluorescence polarization, uHTS | Nuclear receptor subfamily 1 group D member 1 (Homo sapiens), P20393 | Rev-erbα–FITC-DNA binding, 90 min | activity, % at 10 µM | hit rate 0.79% among 370,000;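 active means activity above about 14%, limit read from the data; passing the limit was not always enough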;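 further: 0% = DMSO wells with 35 nM protein and 100% = DMSO wells with 750 nM protein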
# DAX1 inh-2 = DAX1 (NR0B1) inhibitors on StAR promoter, primary screen, cell-based, luminescence, SF-1 (NR5A1), full-length DAX-1. HEK293T StAR-luciferase reporter, SF-1/DAX-1 repression relief. inhibition, % at 6.8 µM. hit rate 1.1% among 370,000. AID 652010, 2013;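 active means inhibition above the mean over all tested compounds plus 3 SD, cut at about 3.6% in these data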;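 further: 0% = DAX-1 cells with DMSO and 100% = cells lacking DAX-1 with DMSO; higher inhibition means more luminescence from relief of DAX-1 repression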
# HGIII-sPLA2 inh = human group III sPLA2 inhibitors, primary screen, biochemical, QFRET, BODIPY PC-A2 liposome substrate; QFRET BODIPY PC-A2 liposome hydrolysis, fluorescence; Group 3 secretory phospholipase A2 (Homo sapiens), Q9NZ20; hit rate 0.56% among 370,000; inhibition, % at 12.2 µM;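 active means inhibition above mean plus 3 SD of compounds lying within the high and low control bounds, cut at about 19% in these data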;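 further: 0% = median of test compound wells and 100% = no enzyme DMSO wells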
# Target sequence (Q9NZ20 whole entry, looked up): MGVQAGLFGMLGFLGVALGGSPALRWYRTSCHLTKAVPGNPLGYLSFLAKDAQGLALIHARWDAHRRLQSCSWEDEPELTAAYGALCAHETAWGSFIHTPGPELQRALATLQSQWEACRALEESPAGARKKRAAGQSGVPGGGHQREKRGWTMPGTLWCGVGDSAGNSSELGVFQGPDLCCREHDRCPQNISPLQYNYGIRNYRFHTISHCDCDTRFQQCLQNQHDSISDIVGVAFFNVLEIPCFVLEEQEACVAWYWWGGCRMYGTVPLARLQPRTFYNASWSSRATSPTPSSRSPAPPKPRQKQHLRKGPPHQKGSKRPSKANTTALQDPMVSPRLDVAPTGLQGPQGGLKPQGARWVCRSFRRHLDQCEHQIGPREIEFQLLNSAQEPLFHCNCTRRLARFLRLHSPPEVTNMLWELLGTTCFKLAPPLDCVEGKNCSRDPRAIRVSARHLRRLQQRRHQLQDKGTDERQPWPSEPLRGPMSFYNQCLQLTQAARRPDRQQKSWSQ
# PG9 Ab binder = binders of HIV-1 gp120 antibody PG9, primary screen, biochemical, TR-FRET; hit rate 0.43% among 360,000; AID 624416, 2012; TR-FRET gp120-PG9 antibody binding; inhibition, % at 6.7 µM; in the data active means inhibition above about 8.5%
# FXN GAA850 act = FXN promoter activators, primary screen, cell-based, luciferase luminescence, HEK293 lucGAA850; HEK293 lucGAA850 FXN promoter luciferase reporter, 24 h; percent of 10 µM SAHA response; activation, % at 6 µM; hit rate 0.56% among 360,000; AID 540364, 2011;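 active means activation above the average of all compounds screened plus 3 SD, cutoff fixed separately per campaign, cut at about 7.5% in these data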;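 further: 0% = DMSO wells and 100% = 10 µM SAHA wells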
# ssDAF12 agonist = S. stercoralis DAF-12 nuclear receptor activators, primary screen, cell-based, luminescence, HEK293, GRIP1 co-expression, lit1-tk-luc | Nuclear hormone receptor DAF-12 (Strongyloides stercoralis) | HEK293 ssDAF-12/GRIP1 lit1-tk-luc reporter; % of 3 µM dafachronic acid response | activation, % at 6.8 µM | hit rate 1% among 370,000 | AID 652126, 2013;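 active means activation above the mean over all tested compounds plus 3 SD, cut at about 0.9% in these data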;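 further: 0% = DMSO-only wells and 100% = 3 µM delta7-dafachronic acid wells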
# hgDAF12 agonist = H. glycines DAF-12 receptor agonists, primary screen, cell-based, luminescence, HEK293, GAL4 fusion, UAS-luciferase | Nuclear hormone receptor DAF-12 (Heterodera glycines), GAL4 fusion | activation, % at 6.8 µM | HEK293 GAL4-hgDAF12 UAS-luciferase reporter, agonist luminescence; normalized to butyrate control | hit rate 1.8% among 370,000 | AID 687014, 2013;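 active means activation above a cutoff set at the mean of all screened compounds plus 3 SD, cut at about 10% in these data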;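 further: 0% = DMSO wells and 100% = sodium butyrate wells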
# SMARCA2 activ = SMARCA2 (BRM) function activators, primary screen, cell-based, luminescence, high throughput; MG213 cells, MMTV-luciferase reporter, dexamethasone, overnight; activation, % at 9.1 µM; hit rate 1% among 370,000; AID 652017, 2013; in the data active means activation above about 7.8%;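 further: 0% = vehicle wells and 100% = reference activator wells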
# * marks the source's active call; other numbers are inactive results; / = no result given; & = joins results of further samples.
SMILES,hcDAF-12 act,DAX1 inh-1,PLCb3 inh,NR1D1 modulator,DAX1 inh-2,HGIII-sPLA2 inh,PG9 Ab binder,FXN GAA850 act,ssDAF12 agonist,hgDAF12 agonist,SMARCA2 activ
CCN(CC)S(=O)(=O)c1ccc2c(c1)nc(SCc1nc3ccsc3c(=O)[nH]1)n2CC,0.8,0.1,-27.4,1.1,-0.1,-15.6,-0.2,1.1,-0.9,0.3,-4.6
COc1ccc(N2CC(C(=O)N/N=C/c3ccccc3)CC2=O)cc1 (stereo unspecified),-1.5,-0.9,1.0,-0.2,-0.6,2.2,-0.6,1.4,-1.1,-0.5,1.5
CC(C)Oc1ccc(C(=O)Nc2ccc3c(c2)n(C)c(=O)n3C)cc1,1.2,2.8,5.0,0.7,-0.3,1.5,-2.1,1.6,-1.7,-1.1,-2.9
CCCCNC(=O)COC(=O)c1ccc(NC(C)=O)cc1,-1.5,-0.9,-0.2,-7.4,0.0,-2.5,0.2,0.4,-1.0,-2.9,-2.2
CN1/C(=C\C(=O)CN2C(=O)NC3(CCCCCC3)C2=O)C(C)(C)c2ccccc21,-2.1,2.3,-35.3,-2.2,-1.9,3.1,-1.1,0.5,-1.4,-1.8,-2.0
COc1ccc(CC(=O)OCC(=O)NCc2ccccc2Cl)cc1OC,-1.1,0.6,6.9,2.2,0.2,-4.3,-1.3,1.5,-0.2,-3.0,-3.6
CN(C)c1ccc(O)c2c1CC1CC3[C@@H](N(C)C)C(=O)C(C(N)=O)C(=O)[C@]3(O)C(=O)C1C2=O (stereo partly specified),0.1,0.3,1.5,-2.2,0.1,-0.5,-3.5,10.8*,-1.1,-1.7,-4.2
Cn1c(SCC(=O)c2ccccc2)ncc(C(=O)Nc2ccc(F)cc2)c1=O,0.1,1.1,-6.6,2.2,0.9,9.9,-1.2,3.6,-0.8,1.9,-2.2
CC(C)C(C)(C#N)NC(=O)CSc1nncn1-c1ccccc1 (stereo unspecified),-1.0,0.9,4.4,3.7,-0.2,-2.1,-0.6,0.4,-0.8,3.4,0.3
Cc1oc(-c2ccccc2F)nc1CN1CCC(C(=O)NCc2cccs2)CC1,-2.2,-0.1,-2.0,-1.8,-1.0,-1.8,1.7,0.5,-1.9,0.2,-1.5
O=C(COc1nc2ccccc2nc1N1CCOCC1)NCC(F)(F)F,-3.6,0.0,-0.1,-5.6,-0.2,11.9,0.0,3.0,-2.0,-1.6,-4.6
O=C(COC(=O)c1ccc(S(=O)(=O)NCc2ccco2)cc1)Nc1ccccc1OC(F)F,-1.4,-0.6,11.6*,-0.8,-0.2,-27.7,-1.9,-0.8,-1.1,0.8,-4.0
CCOc1ccccc1N/C=C(\C#N)c1nc2ccccc2n1C,4.0,0.3,3.1,3.1,-0.4,2.6,-2.7,1.6,0.7,-1.9,-2.6
Cc1ccc(S(=O)(=O)N2C[C@H]3C(=O)C[C@@H](c4cccc(C)c4)N(S(=O)(=O)c4ccc(C)cc4)[C@H]3C[C@H]2c2ccccc2)cc1,3.2,/,5.2,0.9,0.6,-5.5,0.4,/,-1.1,-1.8,0.6
O=S1(=O)CC(O)C(N2CCC(c3ccccc3)CC2)C1 (stereo unspecified),-1.9,1.5,0.3,-1.7,0.2,4.4,0.2,-1.7,-1.3,2.4,1.8
O=S1(=O)c2ccc(N3CCC[C@@H]3CO)cc2O[C@@H]2CCN1C2,-0.1,/,-3.9,4.4,-0.6,0.3,/,/,-0.6,1.8,-1.4
CCNC(=O)C1(C)CCN(Cc2ccc(-c3ccccc3)cc2)C1 (stereo unspecified),0.1,/,-3.6,-3.4,-1.1,4.2,-2.8,-1.3,-1.2,0.5,-2.9
CNCCC(Oc1ccccc1OC)c1ccccc1 (stereo unspecified),-2.5,0.0,-3.4,0.4,0.6,13.4,-0.1,-1.8,-1.1,0.0,-3.3
Cc1cccc(NC(=O)c2sc3nc(N4CCOCC4)c4c(c3c2N)CCCC4)c1,-2.4,-0.3,-259.3,3.0,-2.0,-3.7,1.1,1.1,-0.7,1.1,-1.5
O=C(NC(=S)Nc1ccc(S(=O)(=O)Nc2nccs2)cc1)c1ccccc1,0.2,-0.7,0.8,1.3,1.2,-16.7,0.1,-0.3,-0.1,0.7,7.0
CCOc1ccc2c(c1)nc(SCC(=O)c1cccs1)n2C,0.7,0.4,3.4,0.1,-0.1,-20.7,-3.2,2.6,-0.3,5.3,2.0
C=CCn1c(=O)c2ccccc2n2c(SCc3nnc(-c4ccccc4Br)o3)nnc12,-0.6,0.2,-4.3,5.7,0.9,4.0,-0.7,1.9,-1.2,-2.0,-2.4
O=C(COc1ccc(S(=O)(=O)NCc2ccccc2)cc1Cl)NCc1ccncc1,-0.8,-0.5,-1.6,3.9,-0.3,-10.6,-1.2,1.3,-0.9,-2.6,2.4
CCOCCCNC(=O)c1cn(CC)c2ccc(S(=O)(=O)N3CCOCC3)cc2c1=O,-2.7,0.5,-4.7,-1.7,-0.2,2.8,-0.5,0.7,-1.1,-0.2,-3.5
C/C(=N\Nc1cc(N2CCCCC2)nc(C)n1)c1ccc(Br)cc1,-1.7,-1.9,-8.4,-22.3,-0.7,-0.3,-0.8,0.7,-1.4,-2.2,-3.7

# Next section
SMILES,hcDAF-12 act,DAX1 inh-1,PLCb3 inh,NR1D1 modulator,DAX1 inh-2,HGIII-sPLA2 inh,PG9 Ab binder,FXN GAA850 act,ssDAF12 agonist,hgDAF12 agonist,SMARCA2 activ
CCc1cccc2c(-c3csc(=NC)n3C)c[nH]c12,2.1,/,-7.6,7.9,-0.2,-2.6,-2.8,4.5,-0.1,-2.0,1.9
CCCN(CCC)S(=O)(=O)c1ccc(NS(C)(=O)=O)cc1,-1.4,-0.1,-1.5,-1.4,-0.2,-0.4,1.6,1.4,-0.7,2.5,0.1
NCCCC[C@H](N)c1nnc([C@H](CC(=O)O)NC(=O)C2CCNCC2)o1,0.2,-1.3,-1.1,0.6,-0.5,1.5,-1.6,0.4,-0.3,0.7,-1.8
CCOC(=O)Cn1cnc(-c2ccc([N+](=O)[O-])cc2)c1,2.0,2.2,-0.5,3.9,2.1,-1.8,-0.3,4.6,0.0,6.0,8.8*
Cn1cnc(S(=O)(=O)Nc2ccc(Cl)c(C(F)(F)F)c2)c1,-0.9,0.2,-4.9,0.7,-0.1,0.2,-0.2,0.4,-1.5,6.5,0.3
O=C1c2ccccc2C(Nc2ccc(S(=O)(=O)N3CCOCC3)cc2)N1c1ccccn1 (stereo unspecified),-1.0,-0.3,-3.8,-1.9,-1.5,-3.1,4.4,-0.3,-0.8,-1.7,3.4
COc1cc(CNC2CCCC2)cc(OC)c1OC,-1.4,0.1,1.8,-2.4,2.5,-5.3,-0.5,4.2,-0.1,-2.3,-2.6
CCOC(=O)[C@]12CCC=C1N(CCC1=CCCCC1)C(=O)[C@H](CC(=O)N1CCOCC1)C2,-1.8,/,2.1,9.5,-0.4,-8.7,-0.4,/,-1.1,1.1,-2.6
Cc1cc(N2C(=O)C3CCC(c4ccccc4)CC3C2=O)no1 (stereo unspecified),-2.3,0.2,3.2,-1.5,-0.2,1.8,0.6,1.8,-1.0,-1.5,-2.2
Cc1c(Cl)cccc1NC(=S)N1CCN(Cc2ccccc2)CC1,0.2,0.1,4.0,-0.8,0.1,-0.9,1.3,-1.5,-1.6,-2.0,-0.9
CCOC(=O)NC(C)N1C(=O)C2C3C=CC(C3)C2C1=O (stereo unspecified),0.8,0.0,1.9,-5.0,0.3,2.9,-0.1,-1.9,-0.6,-2.2,0.6
CCOc1ccc2nc(S(N)(=O)=O)sc2c1,-1.4,1.9,-3.2,-2.2&0.2,-0.3,0.8,-1.2,1.1,-0.8,2.5,3.6
Nc1ccc2ccccc2c1N=Nc1ccccc1,4.3,0.7,1.1,23.1*,1.0,4.3,-3.4,2.3,1.3*,3.8,6.5
CC(=O)N(C)c1ccc(NS(=O)(=O)Cc2ccccc2)cc1,0.8,-0.4,-1.6,-1.4,0.5,-1.9,-2.5,-3.4,-1.1,-1.0,-2.3
CN(C(=O)Nc1cnccc1C(F)(F)F)C1CCCCC1,-0.8,2.5,-6.4,-3.0,-0.1,0.8,0.2,-0.1,-1.5,0.6,-5.1

# Entries shown so far with two or more sulfur atoms, in the order listed:
SMILES,hcDAF-12 act,DAX1 inh-1,PLCb3 inh,NR1D1 modulator,DAX1 inh-2,HGIII-sPLA2 inh,PG9 Ab binder,FXN GAA850 act,ssDAF12 agonist,hgDAF12 agonist,SMARCA2 activ
CCN(CC)S(=O)(=O)c1ccc2c(c1)nc(SCc1nc3ccsc3c(=O)[nH]1)n2CC,0.8,0.1,-27.4,1.1,-0.1,-15.6,-0.2,1.1,-0.9,0.3,-4.6
Cc1ccc(S(=O)(=O)N2C[C@H]3C(=O)C[C@@H](c4cccc(C)c4)N(S(=O)(=O)c4ccc(C)cc4)[C@H]3C[C@H]2c2ccccc2)cc1,3.2,/,5.2,0.9,0.6,-5.5,0.4,/,-1.1,-1.8,0.6
O=C(NC(=S)Nc1ccc(S(=O)(=O)Nc2nccs2)cc1)c1ccccc1,0.2,-0.7,0.8,1.3,1.2,-16.7,0.1,-0.3,-0.1,0.7,7.0
CCOc1ccc2c(c1)nc(SCC(=O)c1cccs1)n2C,0.7,0.4,3.4,0.1,-0.1,-20.7,-3.2,2.6,-0.3,5.3,2.0
CCCN(CCC)S(=O)(=O)c1ccc(NS(C)(=O)=O)cc1,-1.4,-0.1,-1.5,-1.4,-0.2,-0.4,1.6,1.4,-0.7,2.5,0.1
CCOc1ccc2nc(S(N)(=O)=O)sc2c1,-1.4,1.9,-3.2,-2.2&0.2,-0.3,0.8,-1.2,1.1,-0.8,2.5,3.6
